Compound activity deposited in PubChem by National Center for Advancing Translational Sciences (NCATS).
TRHR PAM: allosteric enhancers of human TRH receptor. 0.66% of 360,000 active. P34981. TRHR cells, fluo-8 calcium fluorescence, EC20 TRH enhancement. enhancement, % at 2 µM; in the data active means enhancement above about 30%; further: 0% is about no effect
Target sequence (P34981 whole entry, looked up): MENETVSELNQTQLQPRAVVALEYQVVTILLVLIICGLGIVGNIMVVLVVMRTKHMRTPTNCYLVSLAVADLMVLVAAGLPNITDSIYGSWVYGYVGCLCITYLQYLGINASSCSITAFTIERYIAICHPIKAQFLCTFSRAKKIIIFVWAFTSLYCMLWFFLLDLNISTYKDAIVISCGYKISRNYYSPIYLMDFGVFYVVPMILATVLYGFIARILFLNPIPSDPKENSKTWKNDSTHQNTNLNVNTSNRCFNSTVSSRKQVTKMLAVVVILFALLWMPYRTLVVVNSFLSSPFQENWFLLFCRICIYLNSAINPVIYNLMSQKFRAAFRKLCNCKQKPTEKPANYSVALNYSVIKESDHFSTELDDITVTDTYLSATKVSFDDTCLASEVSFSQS
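TRHR-expressing cells loaded with fluo-8 calcium dye were read kinetically (ex 480/em 530) during compound addition, then stimulated with an EC20 of TRH (10 nM final). Enhancement of the Gq-mediated intracellular calcium response was scored.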
TRHR agonist: TRH receptor (human) agonism. P34981. TRHR cells, calcium flux fluo-8, FDSS agonist mode. activation, % at 2 µM. 0.18% of 360,000 active; further: 0% is about no effect
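TRHR-expressing cells, plated overnight in medium with 10% serum, were loaded with fluo-8 calcium dye at room temperature. After a 10 s baseline, library compound was pin-added and calcium release was recorded kinetically (ex 480/em 530) as agonist response.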
D2 antag: D2 dopamine receptor (human) antagonism. P14416. HEK293 TREx D2 cells, calcium flux, dopamine EC80. inhibition, % at 10 µM. 2% of 340,000 active. AID 485344; in the data active means inhibition above about 30%; further: 0% is about no effect
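Cells plated overnight at 30 C with tetracycline; no-wash calcium dye, 30–90 min RT; 10 s baseline; compound pinned; 180 s read; EC80 dopamine added; another 180 s read.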
D2 PAM: D2 dopamine receptor (human) potentiation | 0.34% of 340,000 active | potentiation, % at 10 µM | HEK293 T-REx D2, calcium flux, EC20 dopamine potentiation;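 active means potentiation over 3 SD above the plate norm, cut at about 30% in these data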; further: 0% is about no effect
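Potentiation of an EC20 dopamine calcium response is measured in a force-coupled, tetracycline-inducible Hek293 Trex D2 line. Compound-only kinetic reads over 180 s flag agonists before dopamine addition.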
D1 PAM: human D1 dopamine receptor positive modulation; 0.036% of 360,000 active; potentiation, % at 10 µM; HEK293 TREx D1 cells, calcium flux, dopamine EC20 potentiation; AID 504651; in the data active means potentiation above about 30%; further: 0% is about no effect
Target sequence (P21728 whole entry, looked up): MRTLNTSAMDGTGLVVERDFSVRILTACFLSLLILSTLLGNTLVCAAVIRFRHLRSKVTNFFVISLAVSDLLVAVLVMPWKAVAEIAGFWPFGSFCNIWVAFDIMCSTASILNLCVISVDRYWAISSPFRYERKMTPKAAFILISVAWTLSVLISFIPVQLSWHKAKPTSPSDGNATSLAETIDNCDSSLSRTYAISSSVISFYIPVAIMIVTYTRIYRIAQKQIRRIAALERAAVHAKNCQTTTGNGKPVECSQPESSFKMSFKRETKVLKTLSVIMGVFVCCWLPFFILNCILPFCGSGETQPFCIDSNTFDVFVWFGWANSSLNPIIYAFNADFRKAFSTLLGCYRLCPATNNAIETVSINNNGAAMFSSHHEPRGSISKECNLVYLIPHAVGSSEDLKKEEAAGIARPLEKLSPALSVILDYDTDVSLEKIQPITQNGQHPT
D1 antag: antagonists of human D1 dopamine receptor. HEK293 TREx D1 cells, calcium flux, dopamine EC80; hits give low values. activity change, negative = inhibition, % at 10 µM. P21728. 3.2% of 360,000 active. AID 504652; in the data active means activity change below about -30%; further: on the % scale 0 is the no-effect control and ±100 the full control effect
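Allosteric or orthosteric antagonism assessed as attenuation of the calcium response to EC80 dopamine, added 180 s after compound, in induced HEK293 Trex D1 cells loaded with no-wash calcium dye.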
D2 ag: activates the human D2 dopamine receptor | P14416 | AID 485358 | 0.53% of 340,000 active | HEK293 T-REx D2 cells, calcium flux agonist mode | activation, % at 2 µM;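 active means activation over 3 SD above normal in the single-dose calcium agonist read, cut at about 30% in these data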; further: 0% is about no effect
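Calcium-flux readout, 1 cycle/sec over 180 s following compound pin transfer, in inducible HEK293 Trex D2 cells (force-coupled); dopamine controls included. Positive calcium responses during this window marked compounds as potential agonists.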
D1 agonist: human D1 receptor agonism; P21728; HEK293 T-REx D1 cells, calcium flux, agonist mode; activation, % at 2 µM; 1% of 360,000 active; AID 504660; further: 0% is about no effect
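Inducible HEK293 T-REx D1 cells, force-coupled to calcium signalling, were plated at 4000 cells/well with tetracycline and held overnight at 30 C. After no-wash calcium dye loading, compound-evoked calcium rise over 180 s flagged agonists.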
RXFP1 antag: RXFP1 (human) relaxin receptor antagonism. Q9HBX9. HEK293-RXFP1, relaxin-stimulated cAMP HTRF, 30 min; hits give low values. activity change, negative = inhibition, % at 57.5 µM. 0.59% of 350,000 active. AID 1259400;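 active means activity change of -60% or lower, but not beyond a set lower limit; inconclusive means change between -60% and -40%, or beyond the set limit; inactive means change above -40%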; further: on the % scale 0 is the no-effect control and ±100 the full control effect
An asterisk follows results filed as active; ? = inconclusive; . = no result given. Unless noted, no stated cut-off is given here; in the data, active means activation above about 30%; inactive means the rest.

SMILES	TRHR PAM	TRHR agonist	D2 antag	D2 PAM	D1 PAM	D1 antag	D2 ag	D1 agonist	RXFP1 antag
CCCCCC1=NN2C(=O)CC(=O)N=C2S1	2	0.5	.	.	-5	4	.	2	-8
COc1ccc2c(c1)c1ncn(CCN3CCCCC3)c(=O)c1n2C	-1	1.2	11	-6	-5	23	-0.3	2	10
N#CCCN(C(=O)COC(=O)c1cc2ccccc2oc1=O)c1ccccc1	13	0.6	-2	-6	-3	-12	0.1	0	-9
CSc1nc(SCC(N)=O)c2c3c(sc2n1)CN(C)CC3	-1	0.8	-10	-3	-2	6	-0.2	1	15
Cc1ccc2nc(-c3ccc(Cl)s3)c(Nc3ccc4c(c3)OCCO4)n2c1	-3	-0.8	.	0	-2	-20	-2.7	2	-15
COc1cc(CNc2ccc(N3CCCC3)cc2)ccc1OCc1ccccc1F	4	-0.8	2	10	-8	-1	-0.9	-1	1
COc1ccc(CN2CCN(C(=O)CCC(=O)Nc3nnc(C(F)(F)F)s3)CC2)cc1F	9	1.9	-8	-1	-1	1	5.6	6	-5
O=C(C1=C[C@H](c2ccccc2)C[C@H](OCCCCO)O1)N1CCN(Cc2ccccc2)CC1	-1	0.1	0	8	-1	-3	0.2	-2	.
CCCCNC(=O)N(O)C1N(/N=C/c2ccco2)C(=S)SC1(C)C (configuration not stated)	-5	-0.6	9	3	-3	15	-0.4	1	8
CC(C)c1ccc(S(=O)(=O)c2cnc(=S)[nH]c2N)cc1	0	-0.4	-3	8	0	2	-0.3	6	?
COc1cc(OC)c(OC)cc1CNCc1ccco1	-2	1.3	-6	3	-2	8	-0.8	3	-4
CC1CCN(C(=S)c2cn(Cc3ccccc3F)c3ccccc23)CC1	-10	0.0	-6	2	-2	-4	-1.2	7	-2
COCc1c(C(=O)N2CCN(c3ncccn3)CC2)oc2ccccc12	-2	-0.2	5	7	0	-11	0.9	2	2
O=C(NCc1ccccn1)c1cccc(S(=O)(=O)Nc2ccccc2Cl)c1	6	0.2	0	-8	2	-17	0.1	1	11
Cc1ccc(/C(N)=N/OC(=O)COc2ccccc2Cl)cc1	2	0.5	-5	9	0	2	0.4	10	.
O=[N+]([O-])c1cc2c(cc1/C=N/n1c(-c3ccccc3)n[nH]c1=S)OCO2	-3	-0.6	20	-2	-4	-15	-1.3	0	6
COc1ccc(-c2cc(C(=O)Nc3ccccc3SC)no2)cc1OC	-12	0.1	4	3	-10	3	0.9	4	14
COc1ccc(S(=O)(=O)Nc2cc(C(=O)NC(C)C)ccc2N2CCOCC2)cc1	-1	-0.9	2	3	-5	-1	-1.3	3	3
CCCCOc1ccc(C2c3c(-c4ccccc4O)n[nH]c3C(=O)N2Cc2ccncc2)cc1OC (configuration not stated)	3	0.9	.	.	4	-2	.	1	-13
CC(C)(C)NC(=S)N1CCC(C(=O)c2ccc(F)cc2)CC1	2	0.4	.	.	4	10	.	3	-1
CN(Cc1ccccc1)C(=O)COC(=O)c1cc([N+](=O)[O-])ccc1N1CCOCC1	-10	-0.4	10	0	-4	-14	0.0	0	1
Cc1ccc(S(=O)(=O)N(C)C)cc1NC(=O)C(C)N(C)CCOc1ccc(Cl)cc1 (configuration not stated)	19	-1.9	3	0	.	-19	-0.2	30*	-5
O=C(CSc1nnc(-c2cccc(S(=O)(=O)N3CCOCC3)c2)n1C1CCCCCC1)NCc1ccccc1	-7	-1.5	-16	-4	4	21	-0.3	3	21
COc1ccc2c(c1)c1c(c(=O)n(CCc3ccccc3)c(=O)n1Cc1cccc(Cl)c1)n2C	-5	-0.2	.	-7	-1	-5	0.4	3	.
Cc1nc2c(C(=O)NCCC(C)C)c[nH]n2c(=O)c1Cc1ccccc1F	-3	0.3	37*	5	-1	1	0.8	0	-101*
The list goes on.
SMILES	TRHR PAM	TRHR agonist	D2 antag	D2 PAM	D1 PAM	D1 antag	D2 ag	D1 agonist	RXFP1 antag
COc1cccc(/C=N/N2CCN(c3ccccc3OC)CC2)c1	4	-1.0	12	2	5	9	0.5	3	-4
O=C(COc1ccc(S(=O)(=O)NCc2ccccc2)cc1Cl)NCc1ccccn1	-3	0.0	-11	10	3	8	-0.2	2	6
COc1ccccc1CNC(=O)CSc1ccsc1[N+](=O)[O-]	1	0.1	5	4	9	-13	-0.7	-4	2
CCN(Cc1ccccc1)S(=O)(=O)CCNC(=O)c1ccc(OC)cc1	-13	-0.5	-9	14	0	-14	-0.2	7	4
CN(CC(=O)O)c1ccc(C(F)(F)F)cc1[N+](=O)[O-]	3	-0.3	-19	1	-1	-2	3.8	2	4
CCC(C)n1c(=N)c(C#N)cc2c(=O)n3cc(C)ccc3nc21 (configuration not stated)	-4	0.2	2	14	-2	-10	-0.2	1	6
Cc1c(NC(=O)OCc2ccccc2)c(=O)n(-c2ccccc2)n1C	-11	0.9	26	-6	.	12	0.1	1	.
O=C(CCC1N=C2c3ccccc3N=C(SCc3ccc(Cl)cc3)N2C1=O)NCCc1ccccc1 (configuration not stated)	-10	0.2	.	-9	0	8	-0.5	4	-16
COc1ccc(CCC(=O)O)c(O)c1	-5	-0.2	-2	15	-10	1	0.8	2	-5
CC(C)(C)c1ccc(C(=O)NCC(=O)OCN2C(=O)c3ccccc3C2=O)cc1	9	-0.4	2	7	1	5	0.6	-1	-3
CC(C)N(Cc1ccccc1)C(=O)COC(=O)/C=C/c1cnc2ccccc2n1	3	-0.5	12	0	4	-29	-0.6	0	-12
CC(C)N(C(=O)Cn1c(Cl)nc2ccccc21)C(C)C	4	0.6	16	7	-2	4	0.0	0	1
CN(C)c1ccc(/C=C/C(=O)c2ccc(C(C)(C)C)cc2)cc1[N+](=O)[O-]	-1	-1.0	4	-1	-4	-10	-0.7	3	-7
Cc1ccc(OC/C(O)=C(\C#N)c2nc3ccccc3s2)cc1	2	1.3	.	.	-3	-20	.	25	0
CN(C)CCN(C(=O)c1ccc(N2C(=O)CCC2=O)cc1)c1nc2cc3c(cc2s1)OCCO3	4	-0.1	-2	-15	-3	-10	-0.4	2	.
Cc1ccc(S(=O)(=O)N(C)C)cc1NC(=O)c1cccnc1Oc1ccccc1	0	-0.3	-3	-4	-4	3	-1.5	4	1
CCN(C(=O)COc1nc(C)cc(C)c1C#N)c1ccccc1	0	0.3	1	-1	-3	-28	0.6	-1	-2
Cc1ccn2c(=O)c(C(=O)NCCc3ccc(S(N)(=O)=O)cc3)c(O)nc2c1	-6	0.2	.	-8	-4	11	0.0	2	.
Cc1ccc(N2CCN(C(=O)C3CCN(S(=O)(=O)c4ccc5c(c4)oc(=O)n5C)CC3)CC2C)cc1 (configuration not stated)	-3	-1.3	.	3	-3	-44*	-1.0	12	.
Cc1ccc(C)c(OC(=O)c2cccc(S(=O)(=O)N3CCN(C)CC3)c2)c1	12	0.2	24	-6	10	0	0.4	3	2
O=C(CSc1nccc(=O)[nH]1)Nc1ccc(S(=O)(=O)N2CCOCC2)cc1	-1	0.1	31*	5	0	-10	0.3	0	6
CCOC(=O)c1c(C)[nH]c(C)c1S(=O)(=O)NCC(=O)NCc1cccc(C)c1	2	-0.6	.	9	-5	14	0.1	7	-4
COc1cc(NC(=O)COc2ccc(Cl)cc2)ccc1-c1cc2ccccc2oc1=O	21	-0.2	-3	12	0	-41*	-1.2	2	12
COc1ccccc1NC(=O)N(Cc1ccco1)Cc1cc2cccc(C)c2[nH]c1=O	-1	-0.1	-11	18	-2	5	-0.7	-1	-8
O=C1NC(=O)/C(=C\c2ccsc2)N1	-9	-0.8	3	-4	0	7	-0.7	2	2

Quoted at random: 2 entries already listed
SMILES	TRHR PAM	TRHR agonist	D2 antag	D2 PAM	D1 PAM	D1 antag	D2 ag	D1 agonist	RXFP1 antag
CC(C)N(C(=O)Cn1c(Cl)nc2ccccc21)C(C)C	4	0.6	16	7	-2	4	0.0	0	1
Cc1c(NC(=O)OCc2ccccc2)c(=O)n(-c2ccccc2)n1C	-11	0.9	26	-6	.	12	0.1	1	.

(more compounds)
SMILES	TRHR PAM	TRHR agonist	D2 antag	D2 PAM	D1 PAM	D1 antag	D2 ag	D1 agonist	RXFP1 antag
CCn1c(CN2CCOCC2)nc2cc(NC(=O)c3ccc([N+](=O)[O-])cc3)ccc21	-4	0.6	.	3	0	-15	18	-1	-8
COc1ccc(-c2nc(CS(=O)CC(=O)NCc3ccc(Cl)cc3)c(C)o2)cc1OC (configuration not stated)	4	-1.4	2	10	-5	-10	-2.0	-1	-6
CC(=O)c1ccc(S(=O)(=O)NCc2cccnc2)cc1	5	-0.3	2	-6	4	-25	0.6	2	1
COc1cccc(CNC(=O)CCCSc2ccccc2)c1	-1	-0.3	0	-19	-9	-18	0.6	1	-4
CC(c1ccccc1)c1nnc(NC(=O)c2ccc3c(c2)OCO3)s1 (configuration not stated)	9	-1.4	5	7	1	10	-2.1	6	-7
Cc1ccc(CN(c2ccc(C(=O)N3CCOCC3)cc2)S(C)(=O)=O)cc1	3	0.1	-1	6	-4	-2	-0.1	2	3
Cc1ccc(-c2cn3nc(C)c(C)nc3n2)cc1	-5	0.4	2	1	-2	1	0.3	3	1
CC(C)c1ccc(NC2CCCN(C(=O)c3ccsc3)C2)cc1 (configuration not stated)	-3	0.0	-5	1	-7	-6	-1.1	1	-11
FC(F)(F)c1ccc(Cl)c(-n2c(Cc3cccs3)n[nH]c2=S)c1	5	-0.8	1	3	18	14	-1.4	19	-26
Clc1ccc2[nH]cc(-c3nnnn3-c3ccccc3)c2c1	9	0.4	1	-4	-8	-18	-0.8	7	-10
O=C(CN1C(=O)NC2(CCCC2)C1=O)OCCOc1ccccc1Cl	-3	-0.4	13	-10	-2	28	-0.4	2	-10
C=CCn1c(=O)c2ccccc2n2c(SCC(=O)N3CCCc4ccccc43)nnc12	-5	-0.4	0	-3	-8	9	-0.2	0	-2
O=c1c2ccccc2n2c(-c3ccccc3F)nnc2n1CCc1ccccc1	0	0.6	.	-1	-2	-10	5.2	9	-12
Cc1ccc(/C=N/NC(=O)c2cccc3ccccc23)o1	-5	-0.1	-16	-3	-2	-8	0.1	0	-2
CCOC(=O)CNc1nc(C(C)(C)C)nc2c1nnn2Cc1ccccc1Cl	-1	1.3	-3	23	6	21	-0.4	6	-18
CCOc1cccc(C(=O)NC2CCCCC2)c1	3	-0.2	-12	6	5	-19	0.3	-1	-17
Cc1ccc(S(=O)(=O)N2CCOCC2)cc1C(=O)NCc1ccccn1	11	0.3	11	0	0	9	0.3	2	-2
Cc1ccc(C(=O)NCCNC(=O)c2ccco2)cc1C	-2	0.4	11	-7	-6	0	0.8	1	-10

Part of the list above, in CSV form:
Structure,TRHR PAM,TRHR agonist,D2 antag,D2 PAM,D1 PAM,D1 antag,D2 ag,D1 agonist,RXFP1 antag
CC(=O)c1ccc(S(=O)(=O)NCc2cccnc2)cc1,5,-0.3,2,-6,4,-25,0.6,2,1
COc1cccc(CNC(=O)CCCSc2ccccc2)c1,-1,-0.3,0,-19,-9,-18,0.6,1,-4
CC(c1ccccc1)c1nnc(NC(=O)c2ccc3c(c2)OCO3)s1 (configuration not stated),9,-1.4,5,7,1,10,-2.1,6,-7
Cc1ccc(CN(c2ccc(C(=O)N3CCOCC3)cc2)S(C)(=O)=O)cc1,3,0.1,-1,6,-4,-2,-0.1,2,3

Random draw from the library; overall some 7.1% were active at least once.
